FXIIa inh 1536 – human FXIIa protease inhibitors, primary screen, biochemical, 1536-well; inhibition, % at 5 µM; AID 800, 2007; Coagulation factor XII (Homo sapiens), P00748; 0.3% of 220,000 active; purified FXIIa, Boc-QGR-AMC fluorogenic substrate, 2 h; in the data active means inhibition above about 40%;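 further: 0% = enzyme with no compound and 100% = blank without enzyme; many of its hits are not listed in these tables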
Target sequence (P00748 20-372 limits assumed): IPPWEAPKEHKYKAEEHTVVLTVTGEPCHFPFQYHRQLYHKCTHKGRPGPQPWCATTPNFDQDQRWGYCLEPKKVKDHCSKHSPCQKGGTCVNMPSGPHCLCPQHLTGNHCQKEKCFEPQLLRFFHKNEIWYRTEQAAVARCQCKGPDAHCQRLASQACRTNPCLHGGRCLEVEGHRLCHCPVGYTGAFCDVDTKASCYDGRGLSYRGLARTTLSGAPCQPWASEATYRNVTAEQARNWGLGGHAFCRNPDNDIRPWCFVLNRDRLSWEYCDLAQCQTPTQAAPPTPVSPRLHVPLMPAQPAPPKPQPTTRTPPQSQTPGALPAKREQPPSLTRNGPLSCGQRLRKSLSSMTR
Target sequence (P00748 373-615 limits assumed): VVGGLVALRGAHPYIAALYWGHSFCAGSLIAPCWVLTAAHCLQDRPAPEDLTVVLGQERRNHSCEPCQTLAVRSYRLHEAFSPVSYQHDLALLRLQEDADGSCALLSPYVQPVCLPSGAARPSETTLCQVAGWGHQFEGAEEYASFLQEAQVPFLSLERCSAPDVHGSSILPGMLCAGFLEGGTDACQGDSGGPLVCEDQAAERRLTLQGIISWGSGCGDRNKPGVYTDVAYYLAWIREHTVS
Wee1 stabilizer – Wee1 degradation inhibitors, primary screen, cell-based, HeLa, Wee1K328M-luciferase, luminescence; HeLa Luc-Wee1K328M stability; 100% = proteasome inhibitor MG132 effect; Wee1-like protein kinase (Homo sapiens), P30291; reporter increase, % at 5 µM; 1.2% of 220,000 active;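 active means activation above the mean of all tested compounds plus 3 SD, set per screening run, cut at about 8.8% in these data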;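 further: cells exposed to compound for 20 h before luminescence read; 0% = DMSO alone and 100% = MG132 at 30 µM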
Runt-CBFb FRET – inhibitors of RUNX1 Runt–CBFb binding, primary screen, biochemical, FRET, Cerulean-Runt, Venus-CBFb, uHTS; Cerulean-Runt/Venus-CBFb FRET ratio 530/480, 1 h; inhibition, % at 20 µM; 0.46% of 220,000 active; AID 1496, 2009;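 active means inhibition over about 50% at 20 µM in the single-dose screen, limit read from the data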;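 further: 0% = DMSO wells and 100% = excess unlabeled CBFb competitor control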
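Assay system: Cerulean-tagged RUNX1 Runt domain (FRET donor) fusion protein / Amount: 100 nM each of Venus-CBFb and Cerulean-Runt domain / Medium: Tris buffer pH 7.5 with salts and BSA / Also added: Venus-CBFb 100 nM / Schedule: 1 h complex formation plus 1 h compound treatment, room temperature / Signal: FRET fluorescence / Read-out: loss of energy transfer signal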
14-3-3 Bad inh – inhibitors of 14-3-3 zeta/Bad binding, primary screen, biochemical, TR-FRET, bovine 14-3-3 zeta. TR-FRET 14-3-3zeta/Dy647-pBad peptide displacement, 1 h. inhibition, % at 21.7 µM. 0.71% of 220,000 active. AID 781, 2007;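 active means inhibition above about 70%, limit read from the data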;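 further: 0% = full 14-3-3 plus peptide FRET controls and 100% = background without 14-3-3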
Target sequence (P63103 whole entry, looked up): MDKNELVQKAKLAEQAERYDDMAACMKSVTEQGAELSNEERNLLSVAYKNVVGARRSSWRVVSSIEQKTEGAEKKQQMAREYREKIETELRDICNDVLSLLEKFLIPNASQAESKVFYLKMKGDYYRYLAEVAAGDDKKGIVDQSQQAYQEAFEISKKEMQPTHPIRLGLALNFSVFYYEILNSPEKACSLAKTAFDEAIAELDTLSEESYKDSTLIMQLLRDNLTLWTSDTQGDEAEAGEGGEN
Hck-Nef inh – inhibitors of Nef-activated human Hck kinase, primary screen, biochemical, Z-Lyte FRET, 384-well, Hck-YEEI | Tyrosine-protein kinase HCK (Homo sapiens), P08631 | Recombinant Hck-YEEI plus Nef, Z-Lyte FRET kinase assay | inhibition, % at 20 µM | 0.68% of 220,000 active;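 active means Hck-Nef kinase inhibition above about 50%, limit read from the data; inactive means inhibition below that limit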;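 further: 0% = DMSO with Hck plus Nef and 100% = Hck alone without Nef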
Runt-SMMHC FRET – inhibitors of RUNX1 Runt–CBFb-SMMHC binding, primary screen, biochemical, FRET, Cerulean-Runt, Venus-CBFb-SMMHC, uHTS; Cerulean-Runt/Venus-CBFb-SMMHC FRET ratio 530/480, 1 h; inhibition, % at 20 µM; 0.74% of 220,000 active; AID 1434, 2008;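 active means mean inhibition across duplicate retests at 20 µM reaching about 50%, limit read from the data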;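 further: 0% = DMSO wells and 100% = wells with excess untagged CBFb-SMMHC; inhibitors lower the FRET ratio by blocking Runt binding to CBFb-SMMHC; some results filed as inactive read as strong as hits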
thrombin 1536 – human alpha-thrombin inhibitors, primary screen, counter-screen for coagulation protease inhibitor project, biochemical, 1536-well, fluorogenic AMC substrate; 0.26% of 220,000 active; inhibition, % at 5 µM; Boc-VPR-AMC fluorogenic substrate cleavage; Prothrombin (Homo sapiens), P00734;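 active means inhibition at or above 40%; inactive means inhibition below 40%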;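 further: 0% = enzyme with no compound and 100% = wells without enzyme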
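System: Human alpha-thrombin protein | Medium: pH 7.5 Tris (50 mM) with NaCl 150 mM, Tween 20 0.05% | Times: Enzyme reaction carried out at room temperature | Detection: AMC fluorescence, 355/460 nm | Evaluation: Percent inhibition scaled between no-compound controls and no-enzyme blanks | Benchmarks: Enzyme without compound as high, wells lacking enzyme as low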
FXIa inh – human FXIa protease inhibitors, primary screen, biochemical, 1536-well | inhibition, % at 5 µM | 0.14% of 220,000 active | purified FXIa, Boc-Glu-Ala-Arg-AMC fluorogenic substrate | Coagulation factor XI (Homo sapiens), P03951;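 active means inhibition of at least 40%; inactive means inhibition below 40%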;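 further: fluorescence of freed AMC excited at 355 nm; 0% = enzyme without compound and 100% = no enzyme blank; many of its hits are not listed in these tables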
hK5 inh – human KLK5 protease inhibitors, primary screen, biochemical, 1536-well; 0.59% of 210,000 active; inhibition, % at 5 µM; AID 873, 2007; recombinant hK5, fluorogenic AMC substrate cleavage;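 active means inhibition of 40% or more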;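 further: 0% = enzyme controls without compound and 100% = no-enzyme blanks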
Target sequence (Q9Y337 67-293 limits assumed): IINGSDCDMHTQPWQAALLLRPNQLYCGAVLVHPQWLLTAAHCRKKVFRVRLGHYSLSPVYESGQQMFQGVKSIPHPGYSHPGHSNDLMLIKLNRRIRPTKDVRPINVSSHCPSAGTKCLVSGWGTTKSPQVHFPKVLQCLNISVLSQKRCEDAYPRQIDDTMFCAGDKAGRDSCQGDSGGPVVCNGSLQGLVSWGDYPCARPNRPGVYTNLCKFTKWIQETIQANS
Numbers without * were called inactive; / = no result given; [ ] = dose if it differs, or a comment. Not all compounds are listed; the hit share may differ from the screen's.

SMILES | FXIIa inh 1536 | Wee1 stabilizer | Runt-CBFb FRET | 14-3-3 Bad inh | Hck-Nef inh | Runt-SMMHC FRET | thrombin 1536 | FXIa inh | hK5 inh
C=CCn1c(O)c(C(C)=Nc2ccc(NC(C)=O)cc2)c(=O)[nH]c1=O | 13 | 1 | -2 | -5 | 7 | -5 | -8 | 1 | -19
CC1(c2ccccc2)NCCN2C(=O)CSC21 (stereo not drawn) | 9 | -2 | 2 | 5 | 1 | 0 | 2 | -10 | -15
CNC(=O)Nc1ccc(C(O)(C(=O)OC)C(F)(F)F)cc1 (stereo not drawn) | 8 | 0 | 1 | 9 | 19 | -1 | 3 | 2 | -1
COc1cc2c(cc1OC)-c1c(OC)c(OC)cc3c1C(C2)N(C)CC3 (stereo not drawn) | 4 | -4 | -4 | 4 | 5 | 0 | -1 | 3 | 0
O=C(Cc1ccccc1)OCCN1CCCCC1 | 12 | -2 | 1 | 12[fluorescence artefact?] | 0 | 3 | -1 | 3 | -6
CN1CCN(c2ccc(S(=O)(=O)C(F)(F)F)cc2[N+](=O)[O-])CC1 | 9 | 4 | -2 | -4 | 1 | 1 | -6 | -1 | 4
CC(=NCCO)c1c(O)n(C2CCCCC2)c(=O)[nH]c1=O | 21 | 2 | 1 | -12[fluorescence artefact?] | 3 | 0 | 3 | 3 | -23
O=C(CNC(=O)c1ccccc1)Nc1ccc(Br)cc1C(=O)c1ccccc1 | 6 | 3 | -3 | -4 | 0 | -5 | -11 | 0 | -12
CC(=O)OC1N=C(c2ccccc2)c2cc(Br)ccc2N(C)C1=O (stereo not drawn) | 9 | 2 | / | 6 | -1 | -4 | -7 | -3 | 6
Fc1ccc(C(OCCN2CCCC2)c2ccc(F)cc2)cc1 | 9 | 3 | 4 | -24 | 3 | 3 | -2 | 5 | -20
O=c1c(/C=N/N2CCOCC2)c(O)n(-c2ccccc2)c(=S)n1-c1ccccc1 | 2 | 0 | 3 | 7 | 1 | -5 | -6 | -6 | -5
NP(=O)(OCC(F)(F)F)Oc1ccc(Cl)cc1 (stereo not drawn) | 10 | -3 | -1 | 6[fluorescence artefact?] | 2 | -2 | -7 | 0 | -8
O=C1NC(=O)N(c2ccc3c(c2)OCO3)C(=O)/C1=C/c1ccc(N2CCCC2)o1 | 15 | -3 | -48 | -5[fluorescence artefact?] | 2 | -126 | 6 | 7 | -3
CN1CCC2(CC1)NC(=O)c1ccccc1N2 | -2 | 4 | 4 | 10 | 10 | -2 | -1 | -3 | 0
Cc1nn(Cc2ccccc2)c(Cl)c1C(=O)O | 4 | 1 | -1 | -10 | -8 | 2 | -6 | -4 | 1
CCN1CCN(c2ncnc3ccc(Br)cc23)CC1 | 8 | 3 | 0 | 2 | 3 | -6 | -4 | 6 | 5
C=CP(=O)(O)c1ccccc1 | 10 | -2 | -1 | 17 | 0 | 0 | 2 | 1 | 4
O=c1c(C=NCc2cccs2)c(O)n(C2CCCCC2)c(=O)n1C1CCCCC1 | 7 | 0 | -2 | 1 | 4 | 2 | 2 | 3 | 1
O=C(CNC(=O)OCc1ccccc1)Nc1ccc(Br)cc1C(=O)c1ccccc1Cl | -2 | 1 | -1 | 0[fluorescence artefact?] | 0 | -4 | 0 | 5 | 4
COc1cc(C[C@@H](C)N)c(OC)cc1I | 11 | / | 1 | -2 | 32 | -2 | 4 | 4 | 2
C/C(=N/OC(=O)N(C)C)c1ncc(C(F)(F)F)cc1N1CCOCC1 | 19 | -2 | 2 | 2 | 0 | -2 | 16 | 16 | 27
COc1ccc2[nH]cc(CCN=C(N)N)c2c1 | 3 | 3 | / | -7 | -5 | 7 | -1 | -6 | -6
Cc1ccc(C(c2nnnn2Cc2ccccc2)N2CC=C(c3ccc(F)cc3)CC2)cc1 (stereo not drawn) | -4 | -1 | 0 | -2 | 0 | -4 | -5 | -9 | 20
C=CCn1c(O)c(C(C)=NCCCO)c(=O)[nH]c1=O | 14 | -1 | -1 | 4 | 1 | -2 | -10 | 2 | 6
Cc1cc(C(=O)CS(=O)c2ccc(F)cc2)cc(C)c1OC(=O)N(C)C (stereo not drawn) | 9 | -1 | 3 | 4 | 21 | 2 | -17 | -4 | -8
O=P(NS(=O)(=O)c1ccc(Cl)cc1)(Oc1ccccc1)Oc1ccccc1 | 7 | 5 | -2 | 38[fluorescence artefact?] | 8 | -6 | -3 | 4 | -5
COc1ccccc1CCNC1CCC(C)CC1 (stereo not drawn) | 8 | -1 | 0 | -8 | 5 | -2 | 0 | 6 | -22
CC1(C)N(O)C2CCCCC2N1O (stereo not drawn) | 15 | -2 | 0 | -8 | 0 | 0 | 4 | -7 | -13
[O-][n+]1onc2c1CCC1N(O)CCC21O (stereo not drawn) | 17 | -1 | 0 | -12 | 5 | 2 | 2 | 5 | -5
CCN(CC)CCOC(=O)c1ccc(N=Cc2c(O)[nH]c(=O)[nH]c2=O)cc1 | 15 | -2 | 0 | 7 | 1 | 1 | 2 | 5 | -4
CCCCn1c(O)c(/C=C2/C=CC=N2)c(=O)[nH]c1=O | 4 | -2 | 6 | -1 | 29 | 15 | -4 | 0 | -2
c1ccc(CCNCc2ccccc2)cc1 | 12 | 3 | 3 | 5[fluorescence artefact?] | 0 | 3 | -2 | 3 | -2
Cc1ccc(CN2CCCC(C(=O)c3cccc(C(F)(F)F)c3)C2)o1 (stereo not drawn) | 9 | 7 | -1 | -3 | 22 | 0 | -3 | -2 | 0
CCCN(CCC)[C@@H]1CCc2cccc(O)c2C1 | 11 | / | 1 | 5 | 29 | -2 | 18 | 6 | 24
CCCOc1ccccc1C1SCC(=O)Nc2c1c(=O)[nH]n2C(C)CCC (stereo not drawn) | 7 | -2 | -2 | 3[fluorescence artefact?] | 1 | 9 | -4 | -6 | 2
Cc1ccccc1N1C(=O)NC(=O)/C(=C\c2cnn(-c3ccccc3)c2)C1=O | 5 | 0 | 0 | 15 | 21 | 7 | -6 | -7 | -10
C=C[C@@H]1C[C@@]1(C)[C@@H](NP(=O)(c1ccccc1)c1ccccc1)c1ccccc1 | 15 | 1 | -1 | -13 | -2 | 3 | 1 | 6 | -6
O=C(c1ccc(F)cc1)C(Cc1ccccc1)N1CCCCC1 (stereo not drawn) | 4 | -1 | 2 | 0 | 16 | 2 | -6 | -6 | -5
CSC1=NP(=S)(SC)N2CCCC2=C1C#N (stereo not drawn) | 13 | 2 | -1 | / | 1 | -2 | 0 | 3 | -6
N#CC1=C(N)Oc2cc(O)ccc2C1c1ccc2c(c1)OCO2 (stereo not drawn) | 30 | -3 | 21 | -10 | -29 | 90* | 12 | 13 | /
COc1cc2c(cc1OC)-c1c(OC)c(OC)c(OC)c3ccnc(c13)C2=O | 20 | 0 | -39 | -11 | 4 | -104 | 5 | 12 | -2
O=C(Nc1ccccc1)N1CC2CC(C1)c1cccc(=O)n1C2 (stereo not drawn) | 5 | -1 | 0 | -8 | -1 | -2 | 2 | -5 | -8
COc1ccc2c(c1)c(CCN)c(C)n2Cc1ccccc1 | 3 | -2 | 1 | 1 | 13 | 1 | -1 | -5 | -2
Cc1ccc(C(=O)NC2CC3CCC(C2)N3)cc1 (stereo not drawn) | 6 | 1 | -1 | -8 | 1 | 1 | 4 | -2 | -22
COc1ccc(S(=O)(=O)NC(CC(=O)N2CCC3(CC2)OCCO3)c2ccco2)cc1 (stereo not drawn) | -3 | -2 | 0 | -10[fluorescence artefact?] | 0 | -4 | -7 | -2 | -33
CC(=O)Cc1ccc(OC(C)C)cc1 | 10 | -3 | 1 | 6 | 6 | 2 | -1 | 6 | -4
O=[N+]([O-])c1ccc(N2CCCC2)c(F)c1Br | 13 | 1 | 1 | -6 | 4 | 3 | -2 | 10 | -14
CC(C)[N+]12CCC(CC1)C(C(O)(c1ccccc1)c1ccccc1)C2 (stereo not drawn) | -2 | 3 | -13 | 1 | 6 | 1 | -5 | -4 | -5

Four neighbouring compounds from above:
SMILES | FXIIa inh 1536 | Wee1 stabilizer | Runt-CBFb FRET | 14-3-3 Bad inh | Hck-Nef inh | Runt-SMMHC FRET | thrombin 1536 | FXIa inh | hK5 inh
C=CCn1c(O)c(C(C)=Nc2ccc(NC(C)=O)cc2)c(=O)[nH]c1=O | 13 | 1 | -2 | -5 | 7 | -5 | -8 | 1 | -19
CC1(c2ccccc2)NCCN2C(=O)CSC21 (stereo not drawn) | 9 | -2 | 2 | 5 | 1 | 0 | 2 | -10 | -15
CNC(=O)Nc1ccc(C(O)(C(=O)OC)C(F)(F)F)cc1 (stereo not drawn) | 8 | 0 | 1 | 9 | 19 | -1 | 3 | 2 | -1
COc1cc2c(cc1OC)-c1c(OC)c(OC)cc3c1C(C2)N(C)CC3 (stereo not drawn) | 4 | -4 | -4 | 4 | 5 | 0 | -1 | 3 | 0

Additional results:
SMILES | FXIIa inh 1536 | Wee1 stabilizer | Runt-CBFb FRET | 14-3-3 Bad inh | Hck-Nef inh | Runt-SMMHC FRET | thrombin 1536 | FXIa inh | hK5 inh
O=C(CNC(=O)OCc1ccccc1)NCC(=O)Nc1ccc(Br)cc1C(=O)c1ccccc1 | 6 | -1 | -4 | 8 | 1 | -10 | -11 | 7 | -12
CC(C)c1ccc(N2C(=O)NC(=O)/C(=C\C=C\c3ccco3)C2=O)cc1 | 11 | 0 | / | -5 | 12 | -42 | 4 | -2 | -1
O=C(c1csc2c1CCCCC2)N1CCC2(CC1)OCCO2 | 5 | 2 | -1 | -3[fluorescence artefact?] | -1 | -11 | 1 | -8 | -23
CC(C)(C)P(=O)(N1CCOCC1)N1CCOCC1 | 7 | -3 | 0 | -7 | 15 | 0 | 0 | 0 | 10
CN1CSC(=S)N(C)C1 | -7 | 3 | 1 | 1 | 0 | 4 | -6 | -9 | -3
Cc1ccc(S(=O)(=O)NC(Cc2cnc[nH]2)C(=O)O)cc1 (stereo not drawn) | 6 | -2 | -2 | -12[fluorescence artefact?] | -3 | -1 | -10 | -1 | -21
CC12CN3CCN(C1)CC(C)(C3)C2=NO | 29 | 0 | 2 | / | 1 | 0 | 7 | 21 | 2
COc1cc(/C=C2\C(=O)NC(=O)N(c3ccccc3)C2=O)cc(OC)c1OC | -1 | -2 | 1 | 46 | 8 | 1 | 1 | 5 | 1
CC(=NCCCN1CCCCC1)c1c(O)n(Cc2ccccc2)c(=O)[nH]c1=O | -7 | -2 | -1 | -3 | 0 | 1 | -6 | -13 | 0
